GPR151 ag: activates the human receptor GPR151; Q8TDV0; PathHunter beta-arrestin GPR151 cells, luminescence; activation, % at 11.2 µM; actives 1% (n = 650,000); AID 1508602; in the data active = activation above about 4.9%;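 note: 0% = median of compound wells and 100% = cells with positive control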
Target sequence (Q8TDV0 whole entry, looked up): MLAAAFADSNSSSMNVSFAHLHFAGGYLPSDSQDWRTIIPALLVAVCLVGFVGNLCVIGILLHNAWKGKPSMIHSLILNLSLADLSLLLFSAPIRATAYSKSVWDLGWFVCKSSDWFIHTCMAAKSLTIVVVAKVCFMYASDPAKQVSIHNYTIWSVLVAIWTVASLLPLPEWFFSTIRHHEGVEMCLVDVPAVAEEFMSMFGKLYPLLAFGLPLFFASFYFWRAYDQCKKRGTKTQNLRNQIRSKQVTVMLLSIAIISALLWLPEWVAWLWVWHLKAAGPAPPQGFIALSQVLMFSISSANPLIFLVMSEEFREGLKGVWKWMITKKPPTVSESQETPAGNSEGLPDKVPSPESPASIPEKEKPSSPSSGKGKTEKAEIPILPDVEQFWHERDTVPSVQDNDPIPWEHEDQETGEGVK
FBW7 act: human FBW7 E3 ligase activation, primary screen | AlphaScreen FBW7–phospho-cyclin E peptide binding, activator screen | normalized activity (activation), % at 26.1 µM | actives 0.13% (n = 650,000); in the data active = normalized activity above about 1.9%;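 note: purified mutant Fbw7 with reduced substrate affinity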
TEAD-YAP block: TEAD-YAP interaction inhibition | HEK-TIYL cells, TEAD-Gal4/YAP UAS-luciferase luminescence | inhibition, % at 9.12 µM | actives 1.4% (n = 640,000) | AID 1259422; in the data active = inhibition above about 32%;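 note: 0% = median of test compound wells and 100% = reference inhibitor wells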
MITF primary: blocks human microphthalmia-associated transcription factor; AlphaScreen MITF homodimerization, bead proximity signal; inhibition, % at 2.6 µM; actives 0.91% (n = 650,000); AID 1259374; in the data active = inhibition above about 50%;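 note: 0% = vehicle wells with protein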
Target sequence (O75030 whole entry, looked up): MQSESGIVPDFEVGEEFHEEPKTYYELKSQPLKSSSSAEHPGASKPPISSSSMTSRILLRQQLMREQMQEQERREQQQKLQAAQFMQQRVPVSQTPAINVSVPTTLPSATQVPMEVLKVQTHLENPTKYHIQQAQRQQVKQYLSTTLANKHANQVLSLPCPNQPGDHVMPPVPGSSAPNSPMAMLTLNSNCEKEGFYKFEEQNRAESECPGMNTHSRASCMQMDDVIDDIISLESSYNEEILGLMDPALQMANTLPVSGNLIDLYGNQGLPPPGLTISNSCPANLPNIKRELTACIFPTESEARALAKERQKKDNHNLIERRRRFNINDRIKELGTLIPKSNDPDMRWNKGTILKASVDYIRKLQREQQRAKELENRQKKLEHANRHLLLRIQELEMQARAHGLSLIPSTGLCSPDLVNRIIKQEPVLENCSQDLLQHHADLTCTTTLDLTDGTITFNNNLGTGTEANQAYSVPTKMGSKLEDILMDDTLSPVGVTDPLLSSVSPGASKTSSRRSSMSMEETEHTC
An asterisk follows results filed as active; i = inactive; . = no result given.

Value order: GPR151 ag, FBW7 act, TEAD-YAP block, MITF primary
CC1=CC(C(F)(F)F)(C(F)(F)F)C(C#N)=C(N)N1c1ccc(S(N)(=O)=O)cc1
 : -0.2, -0.1, 1, -17
CN(C)CC(C)(C)CNCc1nnc(-c2ccccc2)o1
 : 2.2, -0.2, -3, 56*
CCC(C)c1ccc(NC(=O)Cn2nnc(-c3ccc(C)cc3-n3cnnn3)n2)cc1 (centres undefined)
 : -0.3, 0.0, 4, 5
Cc1ccc(C)c(NC(=O)CCN2CCN(c3ccccc3)CC2)c1
 : 0.4, -0.2, 1, 10
O=C(NCc1ccco1)c1ccc2c(c1)ncn2-c1ccc(OCc2ccccc2)cc1
 : -0.5, 0.1, 0, 1
COc1cc(C(=O)Nc2ncc(Cc3ccccc3)s2)cc(OC)c1OC
 : 2.0, -0.3, 53*, 3
Cc1ccc(NC(=O)Cn2nnc(C(=O)Nc3ccc(F)c(Cl)c3)c2N)c(C)c1
 : 0.9, -0.3, -4, 2
CCOC(=O)CCCC/C(=N\O)c1[nH]c(=O)[nH]c1C
 : -0.3, -1.0, -7, 99*
COc1cccc(Nc2cc(N3CCN(c4ccccn4)CC3)c3noc4c3c2C(=O)c2ccccc2-4)c1
 : -0.9, 0.2, 2, 28
Cc1cc(C(F)(F)F)nc2sc(C(=O)Nc3cccc(C(F)(F)F)c3)c(N)c12
 : -0.2, 0.1, 5, 7
C=CCSc1nnc(-c2cc(N(C)C)nc(N(C)C)n2)n1C
 : 3.5, 0.2, -21, 12
COCCn1c(CCc2ccccc2)nnc1SCC(=O)NCc1ccccc1
 : 0.5, 0.3, 9, 13
O=C(CSc1nnnn1-c1ccc2c(c1)OCO2)N1c2ccccc2Sc2ccc(C(F)(F)F)cc21
 : -0.1, 0.1, 11, 4
COc1cc(/C=c2\sc3nc(=O)c(Cc4ccccc4)nn3c2=O)ccc1OCCC(C)C
 : -1.6, 0.4, -3, 0
CCCC(=O)N(c1ccc(Br)cc1)C1C=CS(=O)(=O)C1 (centres undefined)
 : -0.8, 0.0, -4, -20
Cc1cc(C)cc(OCC(=O)NCCN2CCOCC2)c1
 : 0.1, 0.4, -11, -2
CCSCc1nnc(SCC(=O)Nc2ccc(OC)cc2)n1C
 : -0.5, -0.3, -2, 9
Nc1no[n+]([O-])c1C(=O)NN=C1CCCCCC1
 : -2.9, -0.9, 3, 4
COc1cc2ccccc2cc1C(=O)OCC(=O)c1ccc([N+](=O)[O-])cc1
 : -2.3, 0.4, -11, 36
CCOC(=O)C1=NN(c2ccccc2)C(=O)C12CC(C)=C(C)CS2 (centres undefined)
 : -0.3, 0.1, 6, -4
O=Cc1cc(OCc2ccccc2)ccc1O
 : -2.1, 0.1, 5, 17
CCc1ccc(S(=O)(=O)Nc2cccc(C)c2)cc1
 : 1.4, -0.1, -4, 2
Cc1ccc(-n2c(=S)sc3c(=O)n(-c4ccc(F)cc4)c(SCC#N)nc32)c(C)c1
 : 6.3*, 0.0, 2, -11
CCC(C)(C)NC(=O)C(c1ccncc1)N(C(=O)c1csnn1)c1cccc(F)c1 (centres undefined)
 : -0.5, 0.0, 1, 18
CC(C)c1ccc(OCc2ccc(C(=O)O)o2)cc1
 : -8.2, -0.1, -69, 16
COc1ccc(C2C(C(=O)Nc3ccc(C)cc3C)C(C)Nc3ncnn32)cc1 (centres undefined)
 : -0.4, 0.0, 0, -2
COc1cc(/C=C\C(=O)Nc2cc(=O)n(C)c(=O)n2C)cc(OC)c1OC
 : 1.6, 0.1, 8, 4
COC(=O)c1ccc(OCC2c3cc(OC)c(OC)cc3CCN2C(=O)c2ccc(OC)c(OC)c2)cc1 (centres undefined)
 : -1.5, 0.8, -20, 12
COc1ccc(CC(=O)Nc2nnc(SCC(=O)Nc3ccccc3C(F)(F)F)s2)cc1
 : 0.2, 0.0, -6, 10
COc1cc(C(=O)Nc2ccc(F)cc2F)ccc1OCc1cccc(F)c1
 : 1.5, -0.2, 0, -7
CCC(CC)C(=O)Nc1ccccc1F
 : -0.4, -0.1, -9, -8
CN1c2ncccc2C(=O)NC12CCN(C(=O)c1cscn1)CC2
 : -0.1, 1.7, 3, 3
Cc1c(C(=O)Nc2cccc(C(F)(F)F)c2)sc2ncn(CC(=O)Nc3ccc(C(C)C)cc3)c(=O)c12
 : 1.1, -0.2, 2, 5
CCOC(=O)C1=C(C)NC2=C(C(=O)c3ccccc32)C1c1ccc(OC)c(OC)c1 (centres undefined)
 : 1.4, -0.1, 0, 4
COc1ccccc1NC(=O)c1sc(C(=O)Nc2ccccc2OC)c(-c2ccccc2)c1-c1ccccc1
 : -0.1, 0.0, 5, -9
COc1ccc(NC(=S)NCc2cccs2)cc1OC
 : 1.4, 0.0, 0, 16
C=C(C)CN(CC)C(=O)c1cc(Cc2ccc(OC)cc2)no1
 : 0.5, -0.2, -68, -6
c1ccc(-c2nnc(CNCc3ccco3)o2)cc1
 : -0.6, 0.7, 10, 21
CCCCN1C(=O)S/C(=C\c2ccccc2OCC(=O)O)C1=O
 : 0.3, -0.1, -1, 2
COc1ccc(OC(C)C(=O)Nc2nccs2)cc1 (centres undefined)
 : 0.2, -0.1, -1, 8
CC1(C)Cc2c(c(N3CCOCC3)nc3sc(C(N)=O)c(N)c23)CO1
 : 0.2, 0.0, -6, 3
COc1cc(OC)cc(C(=O)Nc2ccc(N3CCN(C)CC3)cc2)c1
 : -1.0, -0.1, -12, 9
CC1(C)S[C@@H]2[C@H](NC(=O)[C@H](C(=O)O)c3ccsc3)C(=O)N2[C@H]1C(=O)O
 : 2.5, -0.1, ., 10
C=C(C)Cn1c(-c2ccco2)nc2ccccc21
 : 0.6, -0.1, -9, 0
COC(=O)C1C(O)=C(C=Nc2ccc([N+](=O)[O-])cc2)C(=O)CC1(C)C (centres undefined)
 : -1.5, -0.2, 0, -3
O=C(N/N=C/c1ccccc1O)c1ccc(NCc2ccccc2O)cc1
 : 2.3, -0.1, 12, 15
CC(C(=O)Nc1ccccc1F)N1C(=O)c2ccccc2S1(=O)=O (centres undefined)
 : -0.8, 0.4, -1, -15
COc1ccc2c(c1OC)C(=O)N(c1nc(-c3ccc(C)cc3)cs1)C2=O
 : 1.1, -0.1, -3, 1
COc1cc(C2C(C#N)=C(N)Oc3n[nH]c(C)c32)ccc1OCC(=O)NCc1ccccc1 (centres undefined)
 : 1.2, -0.2, -5, -10
CCCCn1c(C2CC(=O)N(c3ccccc3)C2)nc2ccccc21 (centres undefined)
 : 1.6, 0.1, -1, 45
CCCCN(C)C(=O)c1nc2ccccn2c1CN(C)C(C)c1nccs1 (centres undefined)
 : -1.3, 0.1, 11, 8
COC(=O)Cc1c(C)c2ccc(OCC(=O)Nc3ccccc3Cl)cc2oc1=O
 : -1.1, -0.1, -2, -1
COc1ccc(NC2=C(Cl)C(=O)N(c3ccccc3)C2=O)cc1
 : 3.6, -0.1, 1, i
CCn1c(SCC(=O)Nc2cccc(OC)c2)nnc1-c1cccc(C)c1
 : 3.2, 0.2, 14, 11
Cc1ccnc(NC(=O)CCSc2ccccc2)c1
 : -1.6, -0.2, -18, 7
COc1ccc(OCc2cc(C(=O)N3CCSCC3)no2)c(Cl)c1
 : -0.8, -0.2, -65, -9
O=C(Nc1nn(-c2ccccc2)c2ccc([N+](=O)[O-])cc12)c1ccco1
 : -5.0, -0.1, -11, 11
Cc1nn(C(=O)c2ccc(Br)cc2)c(C)c1S(=O)(=O)N1CCCC1
 : -0.7, 0.3, -12, 0
CCCC1(C(=O)O)NC(c2ccccc2O)C2C(=O)N(Cc3ccccc3)C(=O)C21 (centres undefined)
 : 3.7, -0.1, 2, -1
NS(=O)(=O)c1cccc(NC(=O)c2ccc(Br)o2)c1
 : -0.8, 0.5, 1, 25

Given as labelled records: 4 of the compounds above
COc1ccc(OCc2cc(C(=O)N3CCSCC3)no2)c(Cl)c1
  GPR151 ag = -0.8 | FBW7 act = -0.2 | TEAD-YAP block = -65 | MITF primary = -9

O=C(Nc1nn(-c2ccccc2)c2ccc([N+](=O)[O-])cc12)c1ccco1
  GPR151 ag = -5.0 | FBW7 act = -0.1 | TEAD-YAP block = -11 | MITF primary = 11

Cc1nn(C(=O)c2ccc(Br)cc2)c(C)c1S(=O)(=O)N1CCCC1
  GPR151 ag = -0.7 | FBW7 act = 0.3 | TEAD-YAP block = -12 | MITF primary = 0

CCCC1(C(=O)O)NC(c2ccccc2O)C2C(=O)N(Cc3ccccc3)C(=O)C21 (centres undefined)
  GPR151 ag = 3.7 | FBW7 act = -0.1 | TEAD-YAP block = 2 | MITF primary = -1

Going on with the list:
compound | GPR151 ag | FBW7 act | TEAD-YAP block | MITF primary
COc1ccc(-c2nc(NCCc3ccc(O)cc3)c3ncn(Cc4ccc(C(F)(F)F)cc4)c3n2)cc1 | 0.4 | 0.0 | 4 | 3
O=C(CNC(=S)N(Cc1ccccc1)Cc1cccs1)N1CCCC1 | 0.5 | -0.2 | 10 | 8
O=C1CC(c2ccc(Cl)cc2)n2nc(NC(=O)c3ccccc3)nc2N1 (centres undefined) | 0.6 | -0.1 | 1 | -2
Cc1ccccc1CSc1nc2c(c(=O)n1C)SCC2 | -2.1 | 0.6 | 7 | 16
O=C(CN1C(=O)C2(OCCO2)c2cc(Br)ccc21)c1cccc2ccccc12 | 3.0 | -0.2 | -3 | -9
CCOc1ccc(CN2CCN(Cc3ccc4cc(F)ccc4n3)CC2CCO)cc1 (centres undefined) | -0.4 | 0.2 | -8 | 14
COc1ccc(NC(=O)c2ccc(S(=O)(=O)N3CC(C)CC(C)C3)cc2)cc1 (centres undefined) | 0.6 | 0.0 | -7 | -2
CN(C)C(=O)CN(C#N)c1nc(Cl)nc(N(C)C)n1 | 0.6 | 0.2 | 10 | 12
O=C(N/N=C/c1ccc([N+](=O)[O-])cc1)C1(C(=O)N/N=C/c2ccc([N+](=O)[O-])cc2)CCC1 | -0.2 | -0.1 | -1 | 10
O=C(CN(C1CCCCC1)S(=O)(=O)c1ccc(F)cc1)NCC1CCCO1 (centres undefined) | 3.2 | 0.0 | 0 | 14
COC(=O)C[N+]1=Cc2cc(OC)c(OC)cc2CC1(C)C | -0.5 | -0.1 | 2 | 5
O=C(c1ccc2nc(N3CCCCC3)sc2c1)N1CCN(c2ccccc2)CC1 | 1.1 | -0.3 | -69 | -3
CCN1CCN(c2nc3cc(OC)ccc3cc2CNCc2ccc(F)cc2)CC1 | 2.6 | 0.1 | -5 | 10
COc1cc(=O)n2c(c1C(=O)N1CCSCC1)CCN(Cc1ccccc1Cl)CC2 | 1.4 | -0.1 | -6 | -22
Cc1ccccc1-c1nc(CS(=O)(=O)CC(=O)NC(C)CCc2ccccc2)c(C)o1 (centres undefined) | 0.7 | -0.2 | 10 | 6
O=C(Nc1ccc(Br)cn1)c1cncc(Br)c1 | 0.2 | 0.0 | -18 | -7
O=C(COc1ccccc1F)Nc1c2c(nn1-c1ccccc1)CCC2 | -0.4 | -0.1 | 2 | 5
CCOC(=O)c1c(-c2ccccc2)csc1NC(=O)c1ccc(Cl)c([N+](=O)[O-])c1 | 0.5 | -0.1 | -6 | -10
Cc1cc(C)nc(/N=C2\NC(=O)CC(C(=O)O)N2CCc2c[nH]c3ccccc23)n1 (centres undefined) | 0.9 | 0.0 | 4 | -4
CC1CCCN(CCCNC(=O)CCn2nc(-c3ccc(Cl)cc3)ccc2=O)C1 (centres undefined) | -0.2 | -0.2 | -4 | -9
FC(F)(F)c1ccc(N2CCN(c3nnnn3-c3ccccc3)CC2)nc1 | 0.5 | -0.1 | -10 | 11
CCOC(=O)c1cccc(Nc2c(-c3ccc(C)c(C)c3)c(=O)c2=O)c1 | 12* | 0.0 | -4 | 2
CC(=O)C1=C(O)C(=O)NC1c1ccc(C)cc1 (centres undefined) | 0.8 | 0.2 | 0 | 17
N#CC1(C#N)C(CC(=O)c2ccccc2)C1c1ccc(Cl)cc1 (centres undefined) | 0.6 | -0.2 | -3 | -3
CC1(C)CC(CC(=O)Nc2ccc([N+](=O)[O-])cc2)C(=O)O1 (centres undefined) | 0.0 | 0.1 | 3 | 9
COc1ccc(C2C(C(=O)Nc3ccccc3OC)=C(C)Nc3nc(SC)nn32)cc1 (centres undefined) | -0.9 | 0.2 | 2 | -2
O=C(CNC(=O)c1ccco1)OCc1ccc(C(=O)c2ccccc2)cc1 | -1.1 | 0.1 | 6 | 6
COc1ccc(-n2nc(C(=O)Nc3cc(OC)c(OC)c(OC)c3)c3ccccc3c2=O)cc1 | -1.4 | 0.1 | 2 | 18
COc1cccc(CC(=O)N2CCC(Cn3nc(C)cc3C)CC2)c1 | 0.6 | -0.1 | 9 | -1
O=C(O)CCC(=O)c1ccc(F)cc1 | 3.8 | 0.2 | 6 | -1
O=C(/C=C/c1cccc(Cl)c1)Nc1ccc2[nH]ncc2c1 | 0.2 | 0.2 | -26 | 1
